Bioassay records from PubChem BioAssay.
bCat KO growth – primary screen for growth suppressors in beta-catenin knockout HCT116 cells (colon tumor, human); HCT116 beta-catenin knockout viability, CellTiter-Glo, 60 h; active compounds read low; viability, % at 10 µM; 1.5% of 140,000 active; AID 818, 2007;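 active = viability at or under a set limit, the compound median less 4 SD, cut at about 6% in these data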;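 also: 0% = Hyamine 1622 control at 20 µM and 100% = untreated cell control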
HCT116 PTEN-null – growth suppression of PTEN-null HCT116, primary screen, cell-based, CellTiter-Glo; HCT116 PTEN-null viability, 60 h; active compounds read low; viability, % at 10 µM; 1.2% of 140,000 active; AID 827, 2007;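 active = viability at or below a set limit, 4 SD under the median of all tested compounds, cut at about 3.7% in these data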;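 also: PTEN knockout HCT116 line with beta catenin targeted HCT116 as companion control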
BB579 growth dn – growth inhibitors of yeast BB579 in restrictive medium, primary screen, yeast lifespan-shortening project, S. cerevisiae; OD615, 48 h; inhibition, % at 10 µM; 0.51% of 140,000 active; AID 804, 2007;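 active = inhibition above a set limit, 3 SD over the mean compound inhibition, cut at about 44% in these data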; also: inactives centre near -24
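System: Saccharomyces cerevisiae DeaD strain BB579, replicative lifespan model yeast | Buffer or medium: Restrictive glucose-based CSMM-D medium | Times: 4 h preincubation and 48 h exposure at 30 °C | Detection: OD615 turbidity measurement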
MRP-1 activ – H69AR viability gain despite doxorubicin, primary screen, MRP-1 activator project, H69AR cells, CellTiter-Glo; viability rescue; 0.61% of 140,000 active; AID 799, 2007; viability increase, % at 10 µM;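 active = viability gain under doxorubicin at or above a set limit, the compound median plus 3 SD, cut at about 4.7% in these data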;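 also: MRP-1 overexpressing cells given doxorubicin 25 µM after compound pretreatment; 18-22 h compound pretreatment then 72 h with doxorubicin before readout; 0% = doxorubicin-only wells and 100% = vehicle-treated cells without doxorubicin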
Phagocytosis inh – inhibitors of macrophage phagocytosis, primary screen, imaging, J774A.1 cells, IgG beads; J774A.1 macrophage IgG-bead phagocytosis; inhibition, % at 5 µM; AID 1029, 2008; 0.07% of 110,000 active;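 active = inhibition above the mean of the plate negative controls plus 5 SD, cut at about 13% in these data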;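 also: phagocytic index as fraction of beads internalized from green versus red external bead signal; plate controls were DMSO negative control for no effect and cytochalasin-D positive control for full effect; some results beyond the cut were filed as inactive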
Measles CPE – compounds protecting cells from measles virus cytopathic effect, primary screen, measles RdRp inhibitor project, single point, MLSMR library, absorbance | Measles virus-infected cells, CPE protection | protection (pct of control), % at 4 µM | 1.5% of 140,000 active | AID 841, 2007; in the data active = protection mostly above about 24%, no sharp cut-off; inactive = mostly below about 26%; also: some compounds called inactive have numbers as strong as hits
E-sel TNF inh – E-selectin induction blockers in HUVEC – imaging, immunofluorescence, high content, primary screen. inhibition, % at 2 µM. HUVEC TNFa-induced E-selectin immunofluorescence. 0.71% of 120,000 active;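 active = inhibition above the batch mean plus 3 SD, and confirmed as a hit on visual image review, cut at about 43% in these data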;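 also: 0% = TNF-stimulated DMSO wells and 100% = unstimulated control wells; not every result past the cut was called active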
NPY Y2 blocker – NPY-Y2 receptor antagonists, primary screen, cell-based. Neuropeptide Y receptor type 2 (Homo sapiens), P49146. NPY-Y2 expressing cells, antagonist mode. inhibition, % at 2.7 µM. 0.99% of 140,000 active; in the data active = inhibition above about 17%;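 also: 0% = vehicle with agonist challenge and 100% = reference antagonist with challenge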
Target sequence (P49146 whole entry, looked up): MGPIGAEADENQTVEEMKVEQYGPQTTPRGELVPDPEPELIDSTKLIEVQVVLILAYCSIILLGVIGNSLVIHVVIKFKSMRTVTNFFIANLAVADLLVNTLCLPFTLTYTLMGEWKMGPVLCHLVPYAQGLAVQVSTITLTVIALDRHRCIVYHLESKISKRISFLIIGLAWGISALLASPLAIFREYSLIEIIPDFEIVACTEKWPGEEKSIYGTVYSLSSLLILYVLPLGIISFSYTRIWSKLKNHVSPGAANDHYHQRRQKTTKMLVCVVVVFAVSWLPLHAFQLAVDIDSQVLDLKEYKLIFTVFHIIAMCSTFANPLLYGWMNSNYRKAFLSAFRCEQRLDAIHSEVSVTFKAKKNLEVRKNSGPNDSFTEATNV
Yeast lifespan up – compounds extending yeast replicative lifespan, primary screen, S. cerevisiae, OD615; inhibition of the nicotinamide effect, % at 10 µM; 0.68% of 130,000 active; S. cerevisiae growth with nicotinamide; deaD strain in restrictive glucose medium; AID 775, 2007;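 active = inhibition above a set limit, placed 3 SD over the median of all compounds, cut at about 26% in these data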;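 also: 0% = nicotinamide-treated wells and 100% = cells grown without nicotinamide; some compounds called inactive have numbers as strong as hits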
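System: Modified budding yeast, DeaD strain | Buffer or medium: Restrictive glucose medium | Also added: 1.5 mM nicotinamide | Doses: 10 µM single point, 0.25% DMSO | Schedule: 48 h compound exposure at 30 °C, humidified | Detection: Absorbance at 615 nm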
GALR2 antag – GALR2 antagonists in receptor-expressing cells, primary screen. Galanin receptor type 2 (Homo sapiens), O43603. inhibition, % at 4 µM. antagonist mode. AID 828, 2007. 0.39% of 140,000 active; in the data active = inhibition above about 27%;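 also: cells stimulated with galanin 1-16 at roughly its EC80; 0% = agonist challenge control and 100% = basal control without agonist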
Target sequence (O43603 whole entry, looked up): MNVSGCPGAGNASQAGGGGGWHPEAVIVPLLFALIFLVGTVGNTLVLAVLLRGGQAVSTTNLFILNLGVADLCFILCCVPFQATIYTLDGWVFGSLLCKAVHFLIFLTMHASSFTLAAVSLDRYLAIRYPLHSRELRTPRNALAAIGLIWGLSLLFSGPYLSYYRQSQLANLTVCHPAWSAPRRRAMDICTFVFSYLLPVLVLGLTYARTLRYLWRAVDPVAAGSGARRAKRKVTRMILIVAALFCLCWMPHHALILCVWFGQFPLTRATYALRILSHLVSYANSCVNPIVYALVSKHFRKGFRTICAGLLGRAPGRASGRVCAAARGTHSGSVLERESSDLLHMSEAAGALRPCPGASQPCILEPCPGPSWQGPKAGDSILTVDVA
Active calls of the source: *; / = not tested or not shown.

SMILES	bCat KO growth	HCT116 PTEN-null	BB579 growth dn	MRP-1 activ	Phagocytosis inh	Measles CPE	E-sel TNF inh	NPY Y2 blocker	Yeast lifespan up	GALR2 antag
Cn1c(=O)c2cn(Cc3ccc(Cl)cc3)cc2n(C)c1=O	92	97	-33	-2.2	1	4	-23	5	-4	-1
Cc1coc(C)c1C(=O)CC1(O)C(=O)N(CCc2ccccc2)c2ccccc21 (centres undefined)	55	75	-55	-3.8	7	12	-25	1	4	1
CCNc1nc(NC(C)C)nc(NS(=O)(=O)c2ccc(Cl)cc2)n1	88	89	-6	-0.1	3	7	22	4	-1	-3
CCN(CC)S(=O)(=O)c1ccc2c(c1)c(=O)c(C(=O)NCCOC)cn2C	91	98	-54	-0.6	-1	9	18	3	-7	-15
COc1ccc(CCNC(=O)c2cc(C(=O)c3cc(Cl)ccc3O)cn(CCc3ccc(OC)cc3)c2=O)cc1	67	61	0	-0.4	-4	14	/	1	5	9
NC(=S)Nc1cnc2ccccc2c1	104	97	1	-3.1	-1	6	/	2	1	-6
CCOc1cccc(-c2nn3c(-c4ccccn4)nnc3s2)c1	90	81	-14	-2.4	1	3	-18	2	-9	5
Cc1ccc2[nH]c(C)c(CC(=O)O)c2c1	103	91	-15	-0.6	4	3	9	0	-3	4
CCOC(=O)C1=C(N)N(c2ccc(N3CCCCC3)cc2)C(=O)C1	102	111	-66	-0.9	0	20	-21	1	-8	-3
COc1cccc(C2C3(C#N)C(N)=NC(OC)(OC)C23C#N)c1 (centres undefined)	88	81	-23	-1.1	/	7	7	2	-11	1
Cc1ccc(C)c(-n2c(SCC(N)=O)nnc2-c2ccccn2)c1	95	87	-8	-2.2	-1	4	24	3	-8	-8
COc1ccccc1NC(=O)CNC(=O)c1ccc(F)cc1	97	96	-25	-0.1	0	14	-14	-1	-4	-2
O=C(Nc1ccccc1C(=O)N1CCOCC1)c1ccncc1	90	97	2	-0.4	-3	18	3	-1	-10	-11
COc1cc(C(=O)Oc2c(CN3CCOCC3)cc(Cl)c3cccnc23)cc(OC)c1OC	2.4*	1.5*	-6	-5.6	/	3	1	6	15	-2
COc1ccc(NC(C(=O)Nc2cccc(C(C)=O)c2)c2ccccc2)cc1 (centres undefined)	85	91	7	-3.5	-16	2	17	-2	-3	3
COC(=O)c1cc(OC)ccc1-c1ccc(OC)cc1	70	73	0	-5.0	/	17	0	2	-11	15
CCCCN(C)C(=O)CSc1nc(NCc2ccc(OC)cc2)c2ccccc2n1	70	80	5	-4.0	-3	26	21	6	-5	3
O=C1CCCC(=O)N1c1ccc(N2CCN(c3ccccc3)CC2)c([N+](=O)[O-])c1	104	107	-24	-0.9	-5	15	/	0	1	22
COc1cccc(C2=NOC(C(=O)NCc3ccccc3)C2)c1 (centres undefined)	92	83	-5	-4.8	-2	23*	/	10	-20	11
CC(C)C(=O)Nc1cccc(NC(=S)NC(=O)C(c2ccccc2)c2ccccc2)c1	36	37	-53	-5.4	4	11	5	-1	-8	-7
c1ccc(CN2C3=NCCCN3c3ccccc32)cc1	93	94	-14	-2.5	/	10	-12	4	-8	11
Cc1cccc(NC(=O)C2CCN(S(=O)(=O)c3cccs3)CC2)n1	60	60	-25	-1.4	-1	50	2	-1	-5	-12
CC(C)CCn1c(-c2nonc2N)nc2ccccc21	53	50	-58	-4.7	/	7	-9	18*	/	1
Cn1c(SCc2ccc(F)cc2)nnc1-c1cccs1	102	105	-56	-0.7	0	7	/	0	-10	-6
COc1ccc(C)cc1NC(=O)C1CCCN1S(=O)(=O)c1ccc2c(c1)CCC(=O)N2 (centres undefined)	60	70	-18	-2.0	1	17	-1	3	-9	-10
COc1cc(/C=N/NC(=O)CN(Cc2ccccc2)S(=O)(=O)c2ccc3c(c2)OCCO3)ccc1O	97	102	-29	-2.1	-5	37	/	2	-2	-11
COc1ccc(C(=O)OCC(=O)Nc2ccc(F)c(F)c2)cc1OC	94	102	-50	0.5	1	18	15	10	-12	0
Cn1c(C(=O)O)c(CC(=O)N2CCC(Cc3ccccc3)CC2)c2ccccc21	94	98	-66	-1.4	-3	9	-15	2	21	11
Cc1occc1C(=O)Nc1nn[nH]n1	109	108	-27	-0.3	0	7	7	3	4	-12
NC(=O)c1cccc(S(=O)(=O)N2CC(c3ccccc3)CC2=O)c1 (centres undefined)	95	86	6	-1.5	0	9	3	0	-7	9
COc1ccccc1Nc1nc(N)nc(CN2CCOCC2)n1	96	101	-17	-1.6	0	27	/	1	-4	-5
COc1ccc(C2C3=C(CC(C)(C)CC3=O)Nc3c2c(=O)[nH]c(=O)n3Cc2ccccc2)cc1OC (centres undefined)	108	81	-41	-2.1	-1	10	-13	8	-3	-6
O=C(COC(=O)c1cc(S(=O)(=O)N2CCOCC2)c(Cl)cc1Cl)Nc1ncc(C(F)(F)F)cc1Cl	94	102	-50	-0.2	3	1	-22	-2	-7	-11
Cn1c(=O)c2c(nc(-n3ccnc3)n2Cc2ccc(Cl)cc2Cl)n(C)c1=O	97	86	-7	-1.8	0	11	/	2	-3	-6
CCCCn1nc(CC(=O)O)c2ccccc2c1=O	90	95	-10	-1.7	-1	5	16	2	0	-6
COc1nc(C#N)c(N2CCOCC2)o1	100	98	-32	-0.4	0	4	-23	3	-6	-5
CCCCCCOc1ccc(OCC(O)CN2C(=O)NC(C)(C)C2=O)cc1 (centres undefined)	89	88	-13	-2.6	-2	6	/	-1	-9	1
Cn1c(SCCC(=O)O)nnc1-c1ccncc1	81	84	-16	-1.7	/	-1	11	1	/	-2
CN(C(=O)c1ccncc1)C1CC(C)(C)N(O)C(C)(C)C1	91	86	-5	-2.6	-1	1	-31	3	-18	-1
CC1CCCCC12NC(=O)N(Cn1nnc3ccccc3c1=O)C2=O (centres undefined)	101	108	-15	-2.7	-1	12	/	1	6	0
CSCC[C@H](NC(=O)COc1ccc(Cl)cc1Cl)c1nc2ccccc2[nH]1	78	68	-8	-0.3	-3	/	/	0	5	6
CC1(C)C(c2cccs2)=[N+]([O-])C2(CCCCC/C2=N\NC(N)=O)N1O (centres undefined)	93	92	9	0.4	0	30*	-6	-1	-3	4
Cc1cnc(C(=O)OCC(=O)NCCc2ccccc2)cn1	94	104	-32	-0.4	-1	4	2	3	-11	17
O=C(NC1CCCCC1)c1ccc(Cn2cc(Br)cn2)o1	93	91	-36	-0.2	0	19	/	4	-8	6
COC(=O)CNC(=O)c1cccs1	93	87	-13	-1.1	0	13	-9	1	-7	-7
COC(=O)c1ccc(NC(=O)CN2CCN(c3ccccc3C)CC2)cc1	95	89	-49	-0.9	/	2	-3	10	/	1
COc1cc(C)c(NC(=S)Nc2ccc(Cl)c(Cl)c2)cc1OC	99	90	-12	1.2	-1	13	38	2	-10	6
CCOC(=O)c1ccc(NC(=O)C(=O)NCC2CCCO2)cc1 (centres undefined)	102	91	-17	-1.6	0	7	-38	0	-17	5
O=c1c2ccccc2nnn1CSc1nnc(Nc2ccccc2)s1	93	86	-41	-0.4	2	22	-7	4	-5	-11
CCCNC(=O)c1cc(SC)ccc1Cl	90	86	-18	-1.9	-2	19	6	4	-24	-13
O=C(COc1cccnc1[N+](=O)[O-])Nc1ccc2c(c1)OC(F)(F)O2	93	103	-15	5.5*	-9	4	-13	1	-8	7
Cc1ccc(C)c(NC(=O)CN(C)S(=O)(=O)c2ccc(F)cc2)c1	100	106	-2	-0.1	-1	15	/	4	-9	-4
CC(NC(=O)c1sc2ccccc2c1Cl)C1CCCO1 (centres undefined)	110	98	-42	1.4	-8	21	/	7	-3	4
O=C(NNC(=O)c1cc(OCC(F)(F)F)ccc1OCC(F)(F)F)c1ccc(Cl)c(Cl)c1	64	72	-48	-1.4	1	25	/	5	-5	-1
CC(=O)N/C(=C/c1ccc(OC(F)F)cc1)C(=O)O	94	103	-20	-0.9	-10	7	/	2	7	-1
CCNC(=O)CN(c1ccc(C)cc1)S(=O)(=O)c1ccccc1	98	101	-17	1.5	0	6	-20	0	-5	2
CCC(/C=N/NC(=O)C1COc2ccccc2O1)CC (centres undefined)	98	100	26	0.0	-1	7	/	3	-3	-12
O=C(O)c1cnn2c(C(F)(F)F)cc(-c3ccccc3)nc12	97	95	0	-0.7	0	25	-19	3	1	7
CCC(Sc1nncn1C)C(=O)Nc1nnc(-c2ccc(Cl)cc2)s1 (centres undefined)	90	99	19	-0.1	-1	24	-1	-1	-9	-4
CCC(=O)Nn1c(C)nnc1C	92	106	-41	0.2	1	16	-10	3	-9	-5

Rewritten with bars between the fields: three of the compounds above.
compound | bCat KO growth | HCT116 PTEN-null | BB579 growth dn | MRP-1 activ | Phagocytosis inh | Measles CPE | E-sel TNF inh | NPY Y2 blocker | Yeast lifespan up | GALR2 antag
COC(=O)c1ccc(NC(=O)CN2CCN(c3ccccc3C)CC2)cc1 | 95 | 89 | -49 | -0.9 | / | 2 | -3 | 10 | / | 1
COc1cc(C)c(NC(=S)Nc2ccc(Cl)c(Cl)c2)cc1OC | 99 | 90 | -12 | 1.2 | -1 | 13 | 38 | 2 | -10 | 6
CCOC(=O)c1ccc(NC(=O)C(=O)NCC2CCCO2)cc1 (centres undefined) | 102 | 91 | -17 | -1.6 | 0 | 7 | -38 | 0 | -17 | 5

Continued.
SMILES	bCat KO growth	HCT116 PTEN-null	BB579 growth dn	MRP-1 activ	Phagocytosis inh	Measles CPE	E-sel TNF inh	NPY Y2 blocker	Yeast lifespan up	GALR2 antag
Cc1ccc2c(c1)N(CC(=O)N1CCCCCC1)C(=O)CO2	99	103	-37	-4.4	0	5	-7	1	-12	-1
CC1CCC2(CC1)NC(=O)N(Cc1nc(-c3ccccc3)no1)C2=O (centres undefined)	88	99	-16	0.9	1	24	10	6	-6	0
COc1cccc(NC(=O)n2nc(N)cc2-c2ccc(Cl)cc2)c1	99	101	-14	-0.2	0	8	-27	0	-9	10
Oc1ccc(N=Cc2ccc(O)c(O)c2)cc1	72	73	-3	-3.9	/	12	/	4	-8	-7
COc1ccc(C(=O)OCCN2CCOCC2)cc1OC	83	78	9	-0.1	-1	4	/	3	-13	-2
Cc1ccc(NC(=O)CN(C)C(=O)CSc2nc3ccccc3o2)cc1	97	99	-43	2.5	/	17	-3	2	1	0
Cc1[nH]c2ccc(F)cc2c(=O)c1SC(F)(F)C(F)F	93	94	-36	-1.6	0	3	7	3	-12	-8
CCCn1c(=O)c(C(=O)NCc2cccnc2)c(O)c2ccccc21	99	84	-7	-0.3	-1	5	/	3	0	-4
CC(C)(C)c1ccc(/C([O-])=C(/C(=S)NCc2ccco2)[n+]2ccccc2)cc1	84	80	-38	-3.4	-1	4	/	2	-3	18
Cc1nc(C)n(C(C)CC(=O)O)n1 (centres undefined)	101	108	-17	-2.5	/	15	-37	2	-8	-6
